Compound activity: PubChem, several laboratories
Exocytosis inh: LAMP-1 surface exposure blockers, TALL-104 cells – cell-based, flow cytometry, MLPCN library, primary screen; TALL-104 LAMP-1 surface exposure; cells stimulated with thapsigargin and PMA; inhibition, % at 10 µM; 360,000 tested, 0.66% active; AID 651702, 2012;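 active = inhibition above about 55%, limit read from the data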
H9c2 protect: cardioprotection against H2O2-induced cell death, primary screen, uHTS, H9c2 cells, ATPLite luminescence | AID 588492, 2011 | H9c2 cardiomyocytes, H2O2 injury protection, 2 h | protection from H2O2 cell death, % at 20 µM | 360,000 tested, 0.63% active;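 active = compounds giving at least 50% protection of heart cells from peroxide-induced death in the single-dose screen, raw or plate-pattern-corrected value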;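 note: 0% = DMSO wells with peroxide and 100% = DMSO wells without peroxide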
CaV13 ICDI inh: Disruptors of the CACNA1D IQ motif to Ca2+-dependent inactivation inhibitor domain association, primary screening, Förster resonance energy transfer in intact living …; 340,000 tested, 0.098% active; HEK cells, CFP/YFP FRET ICDI-IQ, plate reader, 10 min; percent FRET-ratio fall versus neutral wells; inhibition, % at 12.3 µM; AID 743397;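 active = mean replicate inhibition of at least 30% and at least 1% of replicates passing that level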;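 note: 0% = median of the neutral control wells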
ABCB6 inh MLPCN: ABCB6 transporter inhibitors, primary screen, K562-ABCB6 cells, flow cytometry, MLPCN library. K562-ABCB6 porphyrin accumulation, 1 h; stronger effect = lower value. ATP-binding cassette sub-family B member 6 (Homo sapiens), Q9NP58. 360,000 tested, 0.19% active. fluorescence ratio to DMSO, % at 10 µM;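 active = fluorescence ratio to DMSO below 75%, the collection mean minus 3 SD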;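 note: signal is porphyrin accumulated inside mitochondria; 100% equals median channel fluorescence of DMSO control wells; lower ratio means ABCB6 inhibition with less porphyrin fluorescence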
MC4R ag barr: MC4R agonists recruiting beta-arrestin, primary screen, cell-based, luminescence, agonist arm of biased-ligand search; activation, % at 8.9 µM; 360,000 tested, 0.98% active; U2OS MC4R beta-arrestin complementation; percent of melanotan II response, DMSO zero; AID 540308, 2011;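 active = activation above a per-plate cutoff, the mean activation of sample wells on that plate plus 3 SD, cut at about 8% in these data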
m5-HT2A agonist: mouse Htr2a agonists via beta-arrestin recruitment, primary screen, cell-based, luminescence | 5-hydroxytryptamine receptor 2A (Mus musculus), P35363 | CHO-K1 mHTR2A beta-arrestin complementation; percent of 30 µM serotonin response | activation, % at 7.6 µM | 360,000 tested, 0.66% active;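 active = activation above a run cutoff, the mean activation of all tested compounds plus 3 SD, cut at about 14% in these data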;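 note: 0% = plate median of compound wells and 100% = 30 µM serotonin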
PDI turbidity: inhibitors of human PDI, primary screen, biochemical, turbidity, single point, plate reader | Protein disulfide-isomerase (Homo sapiens), P07237 | PDI insulin aggregation turbidity, A650, 90 min | inhibition, % at 10 µM | 350,000 tested, 0.052% active | AID 588391, 2011;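 active = mean inhibition across replicates of 30% or more, whatever share of single replicates reach that level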;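 note: absorbance from insulin aggregation driven by PDI reduction with DTT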
MC4R antagonist: MC4R antagonists of cAMP signaling, primary screen, cell-based, TR-FRET, antagonist arm of biased-ligand search; Melanocortin receptor 4 (Homo sapiens), P32245; MC4R-expressing cells, MTII-stimulated cAMP, LANCE TR-FRET; inhibition, % at 6.5 µM; 360,000 tested, 0.48% active; AID 540295, 2011;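 active = inhibition above its plate's cutoff, the mean of tested wells on that plate plus 3 SD, cut at about 29% in these data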;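 note: 0% = Melanotan II alone and 100% = Melanotan II plus saturating MCL0020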
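System: U2OS cells stably expressing human melanocortin 4 receptor (MC4R). Reagent: Melanotan II challenge after compound preincubation. Doses: 6.5 µM. Times: 30-min compound, 1-h challenge, 1-h detection, room temperature. Measured by: TR-FRET with Eu-cAMP and labeled anti-cAMP, 671 nm. Replicates: singlicate.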
N-glyco inh: increase of ERlucT glycosylation luciferase signal, primary screen, N-linked glycosylation inhibitor project, D54 ERlucT cells, luminescence, set 2. reporter increase, % at 12.5 µM. D54 ERlucT glycosylation luciferase reporter, 24 h; percent of 100 nM tunicamycin response. 360,000 tested, 0.23% active;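 active = mean luciferase reporter signal, scaled so untreated is 0 and the glycosylation-blocking control 100, at or above a set limit in every replicate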;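 note: luciferase carries N-glycosylation sites so blocking glycosylation raises the light; 0% = median of neutral control wells and 100% = median of 100 nM tunicamycin wells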
ABHD5-PLIN5 inh: ABHD5-PLIN5 interaction inhibitors, primary screen, cell lysate, split luciferase complementation, luminescence. Perilipin-5 (Homo sapiens) + 1-acylglycerol-3-phosphate O-acyltransferase ABHD5 (Homo …. Split G. princeps luciferase complementation, 4 h. inhibition, % at 4 µM. 360,000 tested, 0.78% active. AID 602281, 2012;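 active = inhibition above the mean inhibition across every tested compound plus 3 SD, cut at about 22% in these data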;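 note: 0% = DMSO only wells and the 100% control is not disclosed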
Target sequence (Q00G26 whole entry, looked up): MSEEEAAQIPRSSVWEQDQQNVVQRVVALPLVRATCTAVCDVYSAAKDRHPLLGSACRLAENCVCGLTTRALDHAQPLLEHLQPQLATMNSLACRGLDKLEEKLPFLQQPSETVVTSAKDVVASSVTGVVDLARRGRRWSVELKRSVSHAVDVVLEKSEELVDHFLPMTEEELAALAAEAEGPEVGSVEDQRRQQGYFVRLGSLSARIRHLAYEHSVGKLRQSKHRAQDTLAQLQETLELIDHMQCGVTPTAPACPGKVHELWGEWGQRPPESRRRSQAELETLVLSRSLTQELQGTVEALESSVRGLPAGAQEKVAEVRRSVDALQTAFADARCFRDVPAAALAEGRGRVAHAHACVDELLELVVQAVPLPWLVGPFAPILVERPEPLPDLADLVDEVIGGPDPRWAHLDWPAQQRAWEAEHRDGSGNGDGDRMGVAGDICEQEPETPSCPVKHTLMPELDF
Target sequence (Q8WTS1 whole entry, looked up): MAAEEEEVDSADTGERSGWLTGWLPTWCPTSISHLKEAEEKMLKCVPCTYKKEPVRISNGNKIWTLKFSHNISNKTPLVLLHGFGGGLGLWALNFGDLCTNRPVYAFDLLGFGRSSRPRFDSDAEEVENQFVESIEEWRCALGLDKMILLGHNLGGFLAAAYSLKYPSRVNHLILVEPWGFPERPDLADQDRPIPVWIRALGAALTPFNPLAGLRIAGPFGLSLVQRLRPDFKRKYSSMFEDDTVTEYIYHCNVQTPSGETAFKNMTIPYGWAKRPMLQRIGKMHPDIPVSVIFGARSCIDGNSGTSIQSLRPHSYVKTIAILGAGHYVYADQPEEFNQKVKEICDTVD
* marks the source's active call; other numbers are inactive results; / = not tested or not shown.

SMILES	Exocytosis inh	H9c2 protect	CaV13 ICDI inh	ABCB6 inh MLPCN	MC4R ag barr	m5-HT2A agonist	PDI turbidity	MC4R antagonist	N-glyco inh	ABHD5-PLIN5 inh
CC(=O)c1ccc(OCC(=O)N2CCN(S(=O)(=O)c3ccc(Br)s3)CC2)cc1	-27	-1	-7	98	-2.4	4	-3	10	-1	2
COc1ccc(S(=O)(=O)N2CCC(C(=O)NC3CC3)CC2)cc1OC	0	-3	-5	100	-2.3	-2	11	3	/	0
CCOC(=O)c1sc(NC(=O)COC(=O)CNC(=O)c2ccco2)c(C(=O)OCC)c1C	-7	3	-3	98	3.0	6	-6	10	-2	0
C=CCNC(=O)C1CCN(c2cnccn2)CC1	-6	-2	1	99	-1.2	5	-1	6	0	-3
Fc1ccc(-n2c(-c3ccc4ccccc4n3)n[nH]c2=S)cc1Cl	-1	-6	-4	91	-3.2	-2	10	6	2	-3
Cc1c(NC(=O)C2(C)CCCCC2)c(=O)n(-c2ccccc2)n1C	-1	4	-8	100	1.2	7	-6	4	1	0
CC(C)C(c1nnnn1Cc1ccc(F)cc1)N1CCN(C(=O)c2ccco2)CC1 (centres undefined)	-12	10	-1	186	0.9	1	8	5	0	-7
Cc1cccc(N2CCN(C(=O)COc3cc(=O)n(C)c4ccccc34)CC2)c1C	39	3	-3	102	-1.3	-8	11	-10	4	2
O=C(NNc1nc2cc3c(cc2s1)OCCO3)c1ccc(F)cc1	13	5	-5	97	-1.2	9	-3	11	0	-6
COc1cccc(NC(=S)NC(C)c2ccc(OC)c(OC)c2)c1 (centres undefined)	-1	-5	4	105	0.7	0	0	9	-2	-12
CC(C)(C)c1ccc(CCC2OCC(CN3CCOCC3)O2)cc1 (centres undefined)	-5	0	-4	99	0.4	-10	-9	-5	1	-3
Cc1csc(SCC(=O)NC(=O)C2CCCCC2)n1	-1	13	-2	101	-0.9	2	-4	7	-1	2
COCCCNC(=S)NC1CCCCC1	6	8	-17	105	3.2	1	13	5	-5	9
CC(=O)c1ccc(NC(=O)c2cc3ccccc3o2)cc1	2	-10	-20	93	2.2	-3	0	9	-12	9
CC(=O)c1cn(CC(=O)Nc2ccccc2C(F)(F)F)c2ccccc12	3	-5	-5	92	0.6	4	2	1	0	7
Cc1cccc(C)c1-n1nnnc1C(CCc1ccccc1)N1CCN(C/C=C/c2ccccc2)CC1 (centres undefined)	26	-5	-5	96	/	-6	/	/	-10	-4
COc1cc(CCC(=O)OCC(=O)Nc2ccccc2F)cc(OC)c1OC	1	-2	-3	101	0.4	7	8	4	0	-2
CCN(CC)CCOC(=O)C12CC3CC(CC(C3)C1)C2	-1	-3	/	/	1.6	-3	8	5	0	6
CC1CCN(C(=O)C2CCCN(S(C)(=O)=O)C2)CC1 (centres undefined)	0	-1	-8	103	-1.0	4	1	11	2	-6
CCOC(=O)N1CCN(C2CC(=O)N(c3ccccc3)C2=O)CC1 (centres undefined)	1	1	-9	100	0.1	-2	8	10	1	4
Cn1c(=S)[nH]c2ccccc21	3	-4	-5	99	-1.6	5	-2	-6	2	-5
CCc1cc2c3c(c(=O)oc2cc1OCC(=O)OC)CCCC3	16	11	-2	94	0.9	1	-1	-4	3	1
COc1ccc2cc(/C=N/NC(=O)CSCc3ccc([N+](=O)[O-])cc3)c(Cl)nc2c1	1	-10	-9	98	12*	0	-3	10	-1	-5
CCOC(=O)c1ccc(NC(=O)NC2=NCCS2)cc1	-5	-4	-5	90	-2.6	3	-8	-12	7	8
Oc1ccc(C=Nc2ccccc2-c2nc3ccccc3[nH]2)c(O)c1	-1	4	-3	98	-2.0	-3	9	1	3	5

Three structures already listed, arranged by molecular weight, lowest first:
SMILES	Exocytosis inh	H9c2 protect	CaV13 ICDI inh	ABCB6 inh MLPCN	MC4R ag barr	m5-HT2A agonist	PDI turbidity	MC4R antagonist	N-glyco inh	ABHD5-PLIN5 inh
CC1CCN(C(=O)C2CCCN(S(C)(=O)=O)C2)CC1 (centres undefined)	0	-1	-8	103	-1.0	4	1	11	2	-6
COc1cccc(NC(=S)NC(C)c2ccc(OC)c(OC)c2)c1 (centres undefined)	-1	-5	4	105	0.7	0	0	9	-2	-12
Cc1cccc(N2CCN(C(=O)COc3cc(=O)n(C)c4ccccc34)CC2)c1C	39	3	-3	102	-1.3	-8	11	-10	4	2

(further entries)
SMILES	Exocytosis inh	H9c2 protect	CaV13 ICDI inh	ABCB6 inh MLPCN	MC4R ag barr	m5-HT2A agonist	PDI turbidity	MC4R antagonist	N-glyco inh	ABHD5-PLIN5 inh
Cc1ccccc1NC(=O)c1ccc(NS(=O)(=O)c2cc(C(C)(C)C)cc(C)c2C)cc1	-1	-6	-3	80	0.2	-2	1	11	-2	-18
O=C(Nc1ccc(N2CCCC2)cc1)c1cc(Cl)ccc1Cl	-5	11	-4	94	-1.0	-7	-2	3	1	0
Cc1cccc(C(=O)OCC(=O)NC(=O)NCc2ccccc2)c1	-2	-4	-3	102	1.4	-4	7	1	2	-1
CC(NS(=O)(=O)/C=C/c1ccccc1)C(=O)O (centres undefined)	18	0	0	97	1.0	-5	2	13	1	-2
O=C(O)CSc1sc(=S)sc1SCC(=O)O	-2	0	/	107	-1.2	1	0	12	1	-8
Cc1c(C(=O)N2CCCCC2)c(S(=O)(=O)NCc2ccc(Cl)cc2)c(C)n1C	-2	1	-7	97	-1.3	0	1	6	-2	8
CNC(=O)C1=C(C)NC(=S)NC1c1cc2c(cc1OC)CCCC2 (centres undefined)	0	-4	-4	93	1.4	1	-2	2	2	5
COc1ccc(CCC(=O)N2CCN(S(=O)(=O)c3cccs3)CC2)cc1	-5	1	-6	96	0.0	2	4	-4	-2	4
CCN(CC)S(=O)(=O)c1ccc(C(=O)NCC2CCCCC2)cc1	7	-4	-3	97	1.0	3	0	-1	1	-8
CC(C)N(Cc1nc(-c2ccccc2)no1)C(=O)C1CCCCC1	1	-8	-8	100	-1.4	-2	-2	13	0	4
Cc1ccc(NC(=S)NC2CCSc3ccccc32)cc1 (centres undefined)	30	-14	-1	84	4.6	-7	-2	-3	-2	-7
O=C(CSc1nnc(CNC(=O)c2ccccc2F)o1)c1ccccc1	0	-8	-4	86	0.7	0	-9	0	1	-3
CCC(C)(C)NC(=O)C(c1ccc(OC)cc1)N(Cc1ccco1)C(=O)CCC(=O)Nc1cc(C)on1 (centres undefined)	-1	-1	-4	91	-2.2	-1	-1	10	-1	1
COc1cccc(-c2nn(C)c3sc(C(=O)Nc4ccc5c(c4)OCCO5)cc23)c1	-2	30	/	93	0.1	-5	-1	9	-2	8
COC(=O)c1ccccc1N=Nc1c(C)noc1C	9	-2	-5	102	-0.5	3	-4	-2	0	8
CCC1CSC(=Nc2ccc(C)cc2)N1C(=O)CN1C(=O)NC2(CCCC2)C1=O (centres undefined)	15	-9	-5	92	-0.9	-4	-7	10	-16	2
c1ccc(-n2ncc3c(N4CCN(CCOc5cccc6ccccc56)CC4)ncnc32)cc1	3	-17	-5	90	1.2	4	3	2	2	-2
CCCCCC(=O)NC(NC(=S)N1CCOCC1)C(Cl)(Cl)Cl (centres undefined)	-1	-18	-5	100	-0.8	8	-1	4	2	6
CC(=O)c1ccc(NC(=O)CN2C(=O)NC(C)(C3CCCCC3)C2=O)cc1 (centres undefined)	6	2	-6	99	-0.1	-3	14	5	1	-4
O=C(O)c1ccc(CSc2nnc(-c3ccncc3)n2CC2CCCO2)cc1 (centres undefined)	1	1	/	95	-2.6	0	10	6	-2	3
Cc1cccn2cc(CSc3ccccc3N)nc12	1	-14	-8	102	-1.7	-1	-4	0	-8	2
CCc1ccccc1NC(=O)c1cc(-c2ccc(OC)cc2)on1	1	5	-4	102	-0.6	0	-6	-7	0	3
CCOC(=O)C1CCN(C(=O)CN(c2ccc3c(c2)OCCO3)S(=O)(=O)c2ccccc2)CC1	5	1	-4	98	0.9	-2	-9	2	0	-4
N#CC1=C(S)N(c2ccc(F)cc2)C(c2cccs2)NC1=O (centres undefined)	31	-1	-6	100	-2.5	-1	17	3	1	-9
O=c1cc(-c2ccccc2)c2ccc(O)cc2o1	4	48	-3	99	2.7	-3	1	-6	-4	-2
O=C(O)c1cc(S(=O)(=O)N(Cc2ccccc2)c2ccccc2)ccc1Cl	-1	1	-19	114	1.9	2	-3	16	0	0
COc1ccc(CCNC(=O)Cn2c(=O)n(-c3cc(F)ccc3F)c(=O)c3sccc32)cc1OC	3	18	-2	95	-0.4	2	-8	1	3	2
CCCS(=O)(=O)c1nc(S(=O)(=O)c2ccc(C)cc2)c(N2CCOCC2)s1	-1	0	-6	101	-1.7	-2	7	17	-3	6

Shown as comma-separated lines: part of the list above
SMILES,Exocytosis inh,H9c2 protect,CaV13 ICDI inh,ABCB6 inh MLPCN,MC4R ag barr,m5-HT2A agonist,PDI turbidity,MC4R antagonist,N-glyco inh,ABHD5-PLIN5 inh
COC(=O)c1ccccc1N=Nc1c(C)noc1C,9,-2,-5,102,-0.5,3,-4,-2,0,8
CC(C)N(Cc1nc(-c2ccccc2)no1)C(=O)C1CCCCC1,1,-8,-8,100,-1.4,-2,-2,13,0,4

Arranged by the number under ABHD5-PLIN5 inh (ascending): four of the compounds above.
SMILES	Exocytosis inh	CaV13 ICDI inh	ABCB6 inh MLPCN	MC4R ag barr	m5-HT2A agonist	PDI turbidity	MC4R antagonist	N-glyco inh	ABHD5-PLIN5 inh
N#CC1=C(S)N(c2ccc(F)cc2)C(c2cccs2)NC1=O (centres undefined)	31	-6	100	-2.5	-1	17	3	1	-9
CCOC(=O)C1CCN(C(=O)CN(c2ccc3c(c2)OCCO3)S(=O)(=O)c2ccccc2)CC1	5	-4	98	0.9	-2	-9	2	0	-4
O=C(CSc1nnc(CNC(=O)c2ccccc2F)o1)c1ccccc1	0	-4	86	0.7	0	-9	0	1	-3
COC(=O)c1ccccc1N=Nc1c(C)noc1C	9	-5	102	-0.5	3	-4	-2	0	8
